HSF1 inhib: HSF1 inhibitors in luciferase reporter cells, primary screen, cell-based, NIH3T3, luminescence. 300,000 tested, 0.77% active. NIH3T3-HGL HSE-luciferase, MG132-induced, luminescence 8 h; hits give low values. AID 2098, 2009. activity change, negative = inhibition, % at 7.5 µM (by protocol);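 active means more than half of replicate wells show activity change below -50%, luminescence cut by over half; inconclusive means some wells, but at most half, below -50%; inactive means no replicate well below -50%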;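 further: luciferase reports HSF-1 transcriptional activity via heat shock element; 0% = median of DMSO wells and -100% = zero luminescence signal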
KLF5 inhibitor: KLF5 expression inhibitors, primary screen, DLD-1 cells, luminescence. 290,000 tested, 0.23% active. inhibition, % at 5 µM. DLD-1 KLF5 promoter-luciferase reporter. AID 1700, 2009;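 active means inhibition above a per-plate limit of that plate's mean compound inhibition plus 3 SD, cut at about 60% in these data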;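 further: 0% = DMSO wells and 100% = LY294002 at 200 µM; higher means less KLF5 promoter-driven luciferase light; inactives centre near -14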
HSP90 inh: HSP90 inhibitors, primary screen, cell lysate, luminescence. 290,000 tested, 0.91% active. AID 1789, 2009. Heat shock protein HSP 90 (rabbit reticulocyte lysate; luciferase refolding). inhibition, % at 5.6 µM. Rabbit reticulocyte lysate, luciferase refolding luminescence, 3 h;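 active means inhibition above the screen-wide mean plus 3 SD, computed separately per campaign, cut at about 16% in these data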;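 further: 0% = DMSO wells and 100% = 60 µM geldanamycin wells; inhibitors lower the luminescence because luciferase stays unfolded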
SKKanGAS inh: S. pyogenes SKKanGAS growth inhibitors in kanamycin, primary screen, streptokinase expression inhibitor project, SKKanGAS strain, BacTiter-Glo luminescence | 6 h | inhibition, % at 7.5 µM | 300,000 tested, 1.3% active | AID 1662, 2009;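 active means mean replicate score, as percent of positive control median, at least 50; inconclusive means mean below 50 but one replicate at or above 50; inactive means mean and every replicate below 50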;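 further: strain carries kanamycin resistance gene driven by streptokinase promoter and grows in 40 µg/ml kanamycin; loss of luminescence reflects streptokinase promoter inhibition or plain growth inhibition; 0% = median of DMSO wells and 100% = positive control at its reference dose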
HSF-1 act: HSF-1 activators, primary screen, NIH3T3-HGL cells, MG132 stress, luminescence, single point. activation, % at 9 µM. NIH3T3-HGL HSF-1 luciferase reporter, 8 h; 100% = twice DMSO control signal. AID 504408, 2011. 300,000 tested, 1.7% active;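 active means mean replicate activation of at least 50% with a set share of replicates each reaching 50%; inconclusive means only one of those two conditions met; inactive means mean below 50% and too few replicates reaching it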;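 further: 0% = median of the neutral control wells and 100% = twice that signal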
HIF activator: HIF pathway transcriptional activators, primary screen, cell-based, U2OS HRE-luciferase, luminescence. activation, % at 7.5 µM (by protocol). 300,000 tested, 0.32% active. U2OS HRE-luciferase reporter; normalized: DMSO 0%, desferrioxamine 100%;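 active means mean activation of at least 10% of the iron chelator positive control signal, with at least half of replicates also reaching 10%; inconclusive means mean and replicate majority disagree about reaching 10%; inactive means mean and most replicates under 10%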
AI-2 QS modul: Vibrio harveyi AI-2 quorum sensing modulators, primary screen, JMH597 strain, luminescence/OD600 ratio | AID 2094, 2009 | 300,000 tested, 0.4% active | Vibrio harveyi JMH597 AI-2 luminescence/OD600 ratio, 9 h; hits give low values; strain lacks LuxN and CqsS sensors; 0 = neutral-control median | activity change, % at 7.5 µM; in the data active means activity change below about -75%, passing the limit was not always enough; inconclusive means no clear call, values can overlap the other calls;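 further: luminescence divided by OD600 gain over 9 h not by final OD600 alone; inactives centre near 13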
Platelet DG rel: inhibitors of platelet dense granule secretion, primary screen, cell-based, MLPCN, human platelets; human platelet-rich plasma, SFLLRN dense granule ATP release, luminescence; 300,000 tested, 0.22% active; AID 1663, 2009; inhibition, %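 (compounds screened at 7.5 µM in platelet-rich plasma)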;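 active means mean replicate score, as percent of positive control, at or above 50; inconclusive means mean below 50 but at least one replicate at or above 50; inactive means mean and every replicate below 50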
IEC-6 cytotox: cytotoxicity in IEC-6 intestinal epithelial cells, primary screen, cytotoxicity control for KLF5 inhibitor project, cell-based, luminescence. IEC-6 cytotoxicity, luminescence viability. inhibition, % at 5 µM. 290,000 tested, 0.78% active; in the data active means inhibition above about 22%;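 further: 0% = plate median of test compound wells and 100% = cytotoxic reference compound wells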
aSyn 5UTR inh: MLPCN primary screen, SNCA 5' untranslated region; alpha-synuclein 5'UTR reporter, inhibitor activity; inhibition, % (tested at 7.5 µM); 300,000 tested, 0.82% active; AID 1813, 2009; in the data active means inhibition above about 60%; inconclusive means no clear call, values can overlap the other calls;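 further: H4 neuroglioblastoma cells stably carrying SNCA 5'UTR luciferase fusion; 0% = DMSO wells and 100% = positive control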
Active calls of the source: *; & = joins results of further samples.

For COc1ccc(CN2CCN(Cc3ccccc3)CC2)c(OC)c1 the results were HSF1 inhib -2, KLF5 inhibitor -12, HSP90 inh -2, HSF-1 act -3, HIF activator -0.1, AI-2 QS modul -10, Platelet DG rel 4, IEC-6 cytotox 1 and aSyn 5UTR inh -1.
Screening COC(=O)c1ccc(CN2CCSC2=N)cc1 returned HSF1 inhib -3, KLF5 inhibitor -16, HSP90 inh 3, SKKanGAS inh -11, HSF-1 act -2, HIF activator -0.2, AI-2 QS modul 3, Platelet DG rel -10, IEC-6 cytotox 0 and aSyn 5UTR inh -11.
For COc1ccc(C=C2C(=O)N(C)C(=O)N(C)C2=O)cc1CSc1ccccn1 the results were HSF1 inhib 0, KLF5 inhibitor -10, HSP90 inh -2, SKKanGAS inh -2, HSF-1 act -2, HIF activator -0.3, AI-2 QS modul 16, Platelet DG rel 1, IEC-6 cytotox -6 and aSyn 5UTR inh 23.
Screening CCOc1ccc(N2C(=O)NC(=O)/C(=C\c3ccc(N4CCOCC4)cc3C)C2=O)cc1 returned HSF1 inhib 8, KLF5 inhibitor -12, HSP90 inh -2, SKKanGAS inh -6, HSF-1 act 0, HIF activator -0.2, AI-2 QS modul 17, Platelet DG rel -1, IEC-6 cytotox -1 and aSyn 5UTR inh 7.
`CN1CCN(c2ccc(S(C)(=O)=O)cc2[N+](=O)[O-])CC1` gave HSF1 inhib -8, KLF5 inhibitor -25, HSP90 inh 0, SKKanGAS inh 0, HSF-1 act 4, HIF activator 0.6, AI-2 QS modul 17, Platelet DG rel -9, IEC-6 cytotox 2 and aSyn 5UTR inh -5.
CC(C)(C)NC(=O)C1CC2CCCCC2CN1 (stereo unspecified) was read as HSF1 inhib -2, KLF5 inhibitor -9, HSP90 inh 4, SKKanGAS inh inconclusive, HSF-1 act -5, HIF activator -0.2, AI-2 QS modul 23, Platelet DG rel -2, IEC-6 cytotox -2 and aSyn 5UTR inh 12.
For O=C(NC1(C(F)(F)F)Oc2ccccc2O1)N1CCC2(CC1)OCCO2 the results were HSF1 inhib 6, KLF5 inhibitor -6, HSP90 inh 2, SKKanGAS inh 0, HSF-1 act 20, HIF activator -0.2, AI-2 QS modul 13, Platelet DG rel -7, IEC-6 cytotox 3 and aSyn 5UTR inh -15.
For C=CCN1C(=O)NC(=O)/C(=C/c2ccoc2)C1=O the results were HSF1 inhib -3, KLF5 inhibitor -19, HSP90 inh -8, SKKanGAS inh 6, HSF-1 act 3, HIF activator 0.1, AI-2 QS modul 11, Platelet DG rel -3, IEC-6 cytotox -4 and aSyn 5UTR inh 11.
Screening O=C1NC(=O)N(c2ccccc2)C(=O)/C1=C\c1ccc2c3c(cccc13)CC2 returned HSF1 inhib -4, KLF5 inhibitor -16, HSP90 inh 3, SKKanGAS inh -4, HSF-1 act -8, HIF activator -0.4, AI-2 QS modul 6, Platelet DG rel 8, IEC-6 cytotox -3 and aSyn 5UTR inh -13.
`Fc1ccccc1CCNCc1ccccc1` gave HSF1 inhib -5, KLF5 inhibitor 1, HSP90 inh 2, SKKanGAS inh -10, HSF-1 act -11, HIF activator 0.0, AI-2 QS modul 18, Platelet DG rel -2, IEC-6 cytotox 2 and aSyn 5UTR inh 6.
C=CCn1c(O)c(/C=C2/C=c3ccccc3=N2)c(=O)[nH]c1=S was read as HSF1 inhib -14, KLF5 inhibitor 3, HSP90 inh 4, SKKanGAS inh 0, HSF-1 act -14, HIF activator -3.1, AI-2 QS modul 14, Platelet DG rel 7, IEC-6 cytotox 9 and aSyn 5UTR inh 4.
Screening Cc1ccc(O)c(CN2CCN(c3ccccc3)CC2)c1 returned HSF1 inhib 12, KLF5 inhibitor 44, HSP90 inh 9, SKKanGAS inh 0, HSF-1 act 27, HIF activator 0.7, AI-2 QS modul -79*, Platelet DG rel -6, IEC-6 cytotox 7 and aSyn 5UTR inh -8.
`COc1ccc(C2=CC(c3ccc(OC)c(OC)c3)c3c(c4ccccc4oc3=O)O2)cc1OC` (stereo unspecified) gave HSF1 inhib -56*, KLF5 inhibitor -2, HSP90 inh 4, SKKanGAS inh 20, HSF-1 act -64, HIF activator 3.0, AI-2 QS modul 8, Platelet DG rel -3, IEC-6 cytotox 28* and aSyn 5UTR inh -42.
Cc1cc(/C=C2\C(=O)NC(=O)N(Cc3ccco3)C2=O)c(C)n1-c1ccc(C(=O)O)cc1 was read as HSF1 inhib 1, KLF5 inhibitor -19, HSP90 inh 6, SKKanGAS inh -1, HSF-1 act -4, HIF activator -0.5, AI-2 QS modul 18, Platelet DG rel 4, IEC-6 cytotox -13 and aSyn 5UTR inh 4.
O=C1NC(=O)N(CCc2ccc(F)cc2)C(=O)/C1=C/c1ccco1 was read as HSF1 inhib -4, KLF5 inhibitor -13, HSP90 inh -1, SKKanGAS inh 2, HSF-1 act -22, HIF activator -0.2, AI-2 QS modul 38, Platelet DG rel 3, IEC-6 cytotox 5 and aSyn 5UTR inh -1.
For CCC(C(=O)N1CCC2(CC1)OCCO2)c1ccccc1 (stereo unspecified) the results were HSF1 inhib -5, KLF5 inhibitor -11, HSP90 inh 1, SKKanGAS inh 2, HSF-1 act -14, HIF activator 0.4, AI-2 QS modul 15, Platelet DG rel 6, IEC-6 cytotox -6 and aSyn 5UTR inh 10.
CN1C(=O)C(=CN2CCN(C(=O)c3ccco3)CC2)C(=O)N(C)C1=S was read as HSF1 inhib -10, KLF5 inhibitor 2, HSP90 inh -6, SKKanGAS inh 1, HSF-1 act -7, HIF activator 0.3, AI-2 QS modul 11, Platelet DG rel 4, IEC-6 cytotox -4 and aSyn 5UTR inh -23.
For COC(=O)C1=C(c2cccc(OC)c2OC)C[C@@H]2CC[C@H]1N2C(=O)NCc1ccc(C(F)(F)F)cc1 the results were HSF1 inhib 11, SKKanGAS inh 2, HSF-1 act -1, HIF activator -0.6, AI-2 QS modul 5, Platelet DG rel -4 and aSyn 5UTR inh 17.
For Cc1ccccc1OCCN=Cc1c(O)n(C)c(=O)n(C)c1=O the results were HSF1 inhib 1, KLF5 inhibitor 4, HSP90 inh 6, SKKanGAS inh -4, HSF-1 act 23, HIF activator -0.7, AI-2 QS modul 5, Platelet DG rel 15, IEC-6 cytotox 2 and aSyn 5UTR inh 17.
CC(C)COc1ccc(C2(C#N)CC[N+](C)(C)CC2)cc1 was read as HSF1 inhib 5, KLF5 inhibitor -18, HSP90 inh 3, SKKanGAS inh -2, HSF-1 act 31, HIF activator -0.3, AI-2 QS modul 8, Platelet DG rel -5, IEC-6 cytotox 6 and aSyn 5UTR inh 1.
O=c1c2ccccc2nc(CSc2ncnc3nc[nH]c23)n1-c1ccc(Cl)c(Cl)c1 was read as HSF1 inhib -4, KLF5 inhibitor -22, HSP90 inh -1, SKKanGAS inh 1, HSF-1 act 6, HIF activator -0.2, AI-2 QS modul 15, Platelet DG rel 15, IEC-6 cytotox 0 and aSyn 5UTR inh 16.
`Cc1cc2c(C(C)C)c(O)c(O)c(C=O)c2c(O)c1-c1c(C)cc2c(C(C)C)c(O)c(O)c(C=O)c2c1O` gave KLF5 inhibitor 0&15, HSP90 inh -9&-7, AI-2 QS modul 51 and IEC-6 cytotox -11&-9.
`O=c1[nH]c(O)c(C=Nc2ccccc2Oc2ccccc2)c(=O)[nH]1` gave HSF1 inhib -1, KLF5 inhibitor 9, HSP90 inh 2, SKKanGAS inh 1, HSF-1 act 11, HIF activator -0.1, AI-2 QS modul 20, Platelet DG rel -5, IEC-6 cytotox -6 and aSyn 5UTR inh -8.
`COc1ccc(OC)c(N2C(=O)CC(=O)NC2=O)c1` gave HSF1 inhib -14, KLF5 inhibitor 0, HSP90 inh -1, SKKanGAS inh -2, HSF-1 act 2, HIF activator 0.2, AI-2 QS modul 20, Platelet DG rel 3, IEC-6 cytotox -2 and aSyn 5UTR inh 15.
COc1ccc(CN2CCNCC2)cc1 was read as HSF1 inhib -2, KLF5 inhibitor -21, HSP90 inh -3, SKKanGAS inh 1, HSF-1 act 5, HIF activator -3.4, AI-2 QS modul 3, Platelet DG rel -2, IEC-6 cytotox -5 and aSyn 5UTR inh -9.
`COCCNC(=O)c1c(N)n(CCC(C)C)c2nc3ccccc3nc12` gave HSF1 inhib 2, KLF5 inhibitor -29, HSP90 inh 3, SKKanGAS inh 17, HSF-1 act -4, HIF activator -0.1, AI-2 QS modul 26, Platelet DG rel -3, IEC-6 cytotox 0 and aSyn 5UTR inh 7.
Screening CCCC12CN3CC(CCC)(CN(C1)C3c1ccccn1)C2=O (stereo unspecified) returned HSF1 inhib -7, KLF5 inhibitor -33, HSP90 inh 7, SKKanGAS inh 75*, HSF-1 act 2, HIF activator 0.4, AI-2 QS modul 30, Platelet DG rel 6, IEC-6 cytotox 0 and aSyn 5UTR inh 11.
CC(=O)NC1CC2CCCC(C1)N2 (stereo unspecified) was read as HSF1 inhib -7, KLF5 inhibitor -20, HSP90 inh -5, SKKanGAS inh 2, HSF-1 act -9, HIF activator -0.4, AI-2 QS modul 18, Platelet DG rel 5, IEC-6 cytotox 3 and aSyn 5UTR inh 10.
Screening CN1CCC(OC(=O)c2cccc(F)c2)CC1 returned HSF1 inhib 3, KLF5 inhibitor -40, HSP90 inh 3, SKKanGAS inh 3, HSF-1 act -14, HIF activator 0.1, AI-2 QS modul 6, Platelet DG rel 3, IEC-6 cytotox 0 and aSyn 5UTR inh 0.
For CCOc1ccc(CN(CCCl)CCCl)cc1C(=O)OC the results were HSF1 inhib 43, KLF5 inhibitor -18, HSP90 inh 1, SKKanGAS inh -5, HSF-1 act 68*, HIF activator 0.9, AI-2 QS modul 3, Platelet DG rel -2, IEC-6 cytotox 3 and aSyn 5UTR inh 7.
c1ccc2c(CN3CCOCC3)c[nH]c2c1 was read as HSF1 inhib -1, KLF5 inhibitor -8, HSP90 inh 1, SKKanGAS inh -3, HSF-1 act -3, HIF activator -0.2, AI-2 QS modul 7, Platelet DG rel 2, IEC-6 cytotox -2 and aSyn 5UTR inh 21.
For Cc1noc(C)c1CC(=O)N1CCCC(N2CCN(c3ccccc3F)CC2)C1 (stereo unspecified) the results were HSF1 inhib -1, KLF5 inhibitor -13, HSP90 inh -4, SKKanGAS inh -4, HSF-1 act -16, HIF activator 0.0, AI-2 QS modul 15, Platelet DG rel 3, IEC-6 cytotox -3 and aSyn 5UTR inh 3.
Screening C[C@@H]1CC2(CCCC[N+]2(C)C)C[C@H]1C returned HSF1 inhib 0, KLF5 inhibitor -20, HSP90 inh 0, SKKanGAS inh 1, HSF-1 act 0, HIF activator -0.4, AI-2 QS modul 12, Platelet DG rel 0, IEC-6 cytotox -7 and aSyn 5UTR inh -12.

High-throughput results deposited in PubChem by several laboratories.

These rows are one share of the data; the hit share may differ from the screen's.
